# Assay outcomes (PubChem BioAssay)
# LMPTP block: blocks human LMPTP phosphatase | P24666 | recombinant LMPTP-A, OMFP fluorogenic substrate, fluorescence intensity | inhibition, % at 20 µM | hit rate 0.22% among 360,000 | AID 651560;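 active means compounds that cut the enzyme signal by at least half of the control window in the single-dose screen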;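 further: plate controls were DMSO wells with enzyme plus substrate for no effect and substrate without enzyme for full effect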
# Target sequence (P24666 whole entry, looked up): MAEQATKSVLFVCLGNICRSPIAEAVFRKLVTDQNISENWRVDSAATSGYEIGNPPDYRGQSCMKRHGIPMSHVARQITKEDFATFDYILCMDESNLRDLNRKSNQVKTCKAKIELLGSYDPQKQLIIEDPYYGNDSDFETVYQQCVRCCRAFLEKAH
#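 Assay system: LMPTP-A enzyme. Input: 0.625 nM LMPTP-A final. Probe or stimulus: 400 µM OMFP. Compound dosing: single 20 µM dose. Schedule: 50 min dark incubation at room temperature. Detection: fluorescence intensity of OMFP turnover product. Read-out: percent inhibition versus substrate-only and uninhibited controls. Benchmarks: no-enzyme low control, uninhibited high control.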
# Rpn11 block: inhibitors of human proteasome Rpn11; O00487; human 26S proteasome, Ub4-pepOG fluorescence polarization; 20S core pre-blocked with epoxomicin; calls only at 20 µM; hit rate 0.59% among 360,000; AID 588493;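 active means inhibition at 20 µM, scaled to each plate's controls, above about 33%, limit read from the data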
# DNMT1 block: DNMT1 (human) enzyme inhibition; P26358; hit rate 0.83% among 360,000; DNMT1 molecular beacon, Hinp1I cleavage, fluorescence; inhibition (reported as % activation of signal), % at 10 µM; in the data active means inhibition above about 50%
# SKN-1 block: inhibitors of C. elegans SKN-1. hit rate 0.49% among 360,000. C. elegans VP596 Pgst-4::GFP/RFP ratio, acrylamide-induced, 24 h. AID 624304. inhibition, % at 21.8 µM;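 active means interference check ratio from 0.5 to 1.5 plus GFP to RFP signal ratio inhibition reaching or exceeding a fixed threshold, cut at about 30% in these data, passing the limit was not always enough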; further: some compounds called inactive have numbers as strong as hits
# MT1-MMP act inh: MT1-MMP (human) activation inhibition. GFP/RFP ratio change, % at 20 µM. P50281. HT1080 RFP-PRO-GFP cells, GFP/RFP ratio fluorescence, overnight; percent of plate control window, DMSO zero. hit rate 0.061% among 360,000;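 active means GFP/RFP ratio change of at least 30% with cell ATP level not reduced by more than half and red fluorescence within 50% of control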; further: strong numbers were not always called active
#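 Assay system: HT1080 cells carrying an RFP-PRO-GFP reporter | Dosing: Single dose of 20 µM compound, 1% DMSO final | Incubation: Cells overnight before dosing, compound overnight, 37 °C, 5% CO2 | Evaluation: GFP/RFP fluorescence ratio | Control set: DMSO and RFP-L50D-GFP cell wells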
# SUMO1 PPI mod: modulators of human SUMO1-mediated protein-protein interactions. P63165. SUMO1 binding to a labelled peptide, TR-FRET, 1 h. inhibition, % at 20 µM. hit rate 0.33% among 360,000. AID 602429; in the data active means inhibition above about 37%
# Target sequence (P63165 whole entry, looked up): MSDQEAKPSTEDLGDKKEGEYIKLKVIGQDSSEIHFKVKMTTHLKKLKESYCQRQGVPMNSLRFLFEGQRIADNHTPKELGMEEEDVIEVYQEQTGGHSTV
# STEP block: blocks human striatal-enriched tyrosine phosphatase; hit rate 0.25% among 360,000; AID 588621; inhibition, % at 20 µM; recombinant STEP, OMFP fluorogenic substrate, fluorescence; P54829;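 active means inhibition at 20 µM, scaled per plate between control wells, above about 37%, limit read from the data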;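 further: 0% = DMSO with enzyme and substrate and 100% = substrate only without enzyme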
# Target sequence (P54829 whole entry, looked up): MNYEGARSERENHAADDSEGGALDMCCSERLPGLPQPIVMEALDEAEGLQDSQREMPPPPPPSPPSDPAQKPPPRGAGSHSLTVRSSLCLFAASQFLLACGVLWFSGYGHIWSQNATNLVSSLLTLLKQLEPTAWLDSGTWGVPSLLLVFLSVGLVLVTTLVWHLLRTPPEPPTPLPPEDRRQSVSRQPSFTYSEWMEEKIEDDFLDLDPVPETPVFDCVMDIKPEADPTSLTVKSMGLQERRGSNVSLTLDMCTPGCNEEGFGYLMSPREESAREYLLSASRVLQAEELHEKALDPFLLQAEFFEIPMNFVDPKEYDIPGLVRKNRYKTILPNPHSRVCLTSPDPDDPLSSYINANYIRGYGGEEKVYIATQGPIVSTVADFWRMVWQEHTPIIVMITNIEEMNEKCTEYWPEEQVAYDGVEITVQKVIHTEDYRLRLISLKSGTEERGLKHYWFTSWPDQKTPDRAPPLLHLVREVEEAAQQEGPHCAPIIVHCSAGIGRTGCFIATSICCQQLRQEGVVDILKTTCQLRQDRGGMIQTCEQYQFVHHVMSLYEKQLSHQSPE
#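 Material: STEP (striatal-enriched tyrosine phosphatase) enzyme, cell-free | Medium: 50 mM Bis-Tris pH 6.0 with 2.5 mM DTT and 0.005% Tween 20 | Read-out: Percent inhibition scaled to no-enzyme and uninhibited-enzyme controls, plate-pattern corrected | Signal: Fluorescence read at 480 nm ex / 540 nm em | Times: 20 min reaction, room temperature, in the dark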
# NRP1-CendR mod: modulators of CendR peptide binding to human neuropilin-1. O14786. FAM-RPARPAR peptide binding to NRP-1, fluorescence polarization. inhibition, % at 25 µM. hit rate 0.85% among 360,000;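 active means inhibition or corrected inhibition above about 18%, plus a signal ratio from 0.5 to 1.5, limit read from the data, passing the limit was not always enough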; further: strong numbers were not always called active
# NadD inh: blocks S. aureus nicotinate mononucleotide adenylyltransferase | purified NadD enzyme, colorimetric absorbance read-out | inhibition, % at 20 µM | hit rate 0.78% among 360,000 | AID 602399; in the data active means inhibition above about 26%; further: some compounds past the cut are filed as inactive
# Scp1 inh: blocks human Scp-1 phosphatase activity | Recombinant Scp1, phosphopeptide, malachite green phosphate absorbance | inhibition, % at 20 µM | hit rate 0.88% among 340,000;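 active means inhibition above about 50% at 20 µM, limit read from the data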;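 further: plate controls were DMSO wells with enzyme for no effect and wells lacking enzyme for full effect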
# Target sequence (Q9GZU7 76-261 limits assumed): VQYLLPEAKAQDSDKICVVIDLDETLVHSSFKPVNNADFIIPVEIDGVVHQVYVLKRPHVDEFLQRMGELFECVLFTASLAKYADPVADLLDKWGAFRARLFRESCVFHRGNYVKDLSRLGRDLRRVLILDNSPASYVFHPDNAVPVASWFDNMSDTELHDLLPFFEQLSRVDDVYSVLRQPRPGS
#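 Incubation: 45 min enzyme reaction at room temperature / System: truncated SCP-1 phosphatase (76-261aa) / Reagent: Phospho 17-mer peptide substrate / Buffer or medium: Acidic Tris acetate buffer with magnesium and detergent / Signal: absorbance at 630 nm / Doses: one concentration, 20 µM, with 1.0% DMSO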
# * hit, by the source's call; i = inactive; nt = no result given. An unsorted share of the library; 3.9% or so of the library scored in one or more.
no.	molecule	SUMO1 PPI mod	LMPTP block	NRP1-CendR mod	SKN-1 block	STEP block	NadD inh	Rpn11 block	DNMT1 block	Scp1 inh	MT1-MMP act inh
1	COc1ccc(OC)c(NC(=O)C(=O)N/N=C/c2ccccc2[N+](=O)[O-])c1	-1	1.2	-4	7	0	4	i	-1	13	6
2	CCOC(=O)COc1ccc(S(=O)(=O)c2ccc(OCC(=O)OCC)cc2)cc1	-2	-1.5	-3	-1	1	-1	i	1	-7	4
3	CCN(CC)C(=O)CSc1nnc(-c2cccnc2)n1CCc1ccccc1	0	-0.2	3	-3	-2	2	i	10	-8	2
4	COc1ccc(S(=O)(=O)N2CCN(c3nc(-c4cccnc4)nc4ccccc34)CC2)cc1	-63	8.4	-14	-11	5	8	i	-9	0	-7
5	CC(Sc1nc2ccc(Br)cc2[nH]1)C(=O)O (configuration not stated)	3	-1.3	0	-4	1	-2	i	5	-6	-4
6	CC1=C(C(=O)OCc2ccccc2)C(c2cccnc2)n2nnnc2N1 (configuration not stated)	0	-10	-7	14	-1	1	i	3	-6	0
7	O=C(O)C1C2C=CC(C2)C1C(=O)Nc1cccc(Cl)c1 (configuration not stated)	3	-0.6	4	-6	-3	1	i	2	-7	2
8	O=C(CSCc1ccc(Cl)cc1)Nc1cccc(C(=O)O)c1	2	-0.3	-1	8	7	2	i	0	-10	-1
9	O=C(NCCN1CCC(n2c(=O)[nH]c3ccccc32)CC1)c1ccc(Cl)c(Cl)c1	-1	3.1	-2	15	nt	-6	nt	nt	nt	8
10	CCCOC(=O)c1ccc(Oc2cn[nH]c2-c2ccc(OCC)cc2O)cc1	1	3.1	-3	-11	-2	-5	i	-7	-12	-8
11	COc1ccc(C(=O)Nc2c(N)nc(SCC(=O)c3ccccc3)[nH]c2=O)cc1	0	-0.6	12	-2	-1	-4	i	0	0	-1
12	CCCSC1=C(C#N)C(c2ccc(Cl)cc2Cl)CC(=O)N1 (configuration not stated)	1	0.3	-3	2	1	-7	i	4	-8	6
13	COC(=O)CSc1nnnn1-c1ccccc1	-2	-1.7	10	12	-1	5	i	-1	-9	1
14	COC(=O)CNC(=O)C(NC(=O)OCc1ccccc1)C(C)C (configuration not stated)	-1	-1.3	8	13	0	-7	i	-2	-5	1
15	CCOCC(=O)Nc1cccc(-c2nc3cccnc3s2)c1C	4	-0.5	10	6	-2	-2	i	6	-5	4
16	CC(=O)c1ccc(N=c2scc(C)n2C(C)C)cc1	-1	-1.1	-2	-2	-2	-3	i	-3	-6	-1
17	O=C(OCc1c(Cl)cccc1Cl)c1cnccn1	3	-0.8	2	-11	-1	-5	i	-1	-5	2
18	COc1cccc(CNC(=O)[C@@H]2CCCN2C(=O)[C@H]2CCCCN2C(=O)c2ccccc2C)c1	-1	-1.1	0	15	nt	-1	nt	nt	nt	1
19	COc1ccccc1NC(=S)NC(NC(=O)c1ccco1)C(Cl)(Cl)Cl (configuration not stated)	2	-0.7	8	0	-6	-1	i	1	3	2
20	COc1ccc(OCc2nc(N)nc(Nc3ccccc3OC)n2)cc1	-4	-1.5	7	-3	-1	-3	i	-3	-2	1
21	O=C(CSc1nc2ccccc2[nH]1)NCc1ccccc1	0	-0.8	0	1	0	2	i	0	-4	-2
22	Cc1ccc2cc(C)c(SCC(=O)NCC3CCCO3)nc2c1 (configuration not stated)	2	0.0	-8	6	-4	-5	i	0	-5	0
23	CCOc1ccc(C(=O)Oc2cc(C)[nH]c(=O)c2[N+](=O)[O-])cc1OCC	-1	-1.3	-4	3	-4	-5	i	0	-9	0
24	CC(Oc1ccc([N+](=O)[O-])cc1)C(=O)NCC1CCCO1 (configuration not stated)	-9	-0.3	3	9	6	3	i	0	1	-3

# A draw from above in order of molar mass, low to high:
no.	molecule	SUMO1 PPI mod	LMPTP block	NRP1-CendR mod	SKN-1 block	STEP block	NadD inh	Rpn11 block	DNMT1 block	Scp1 inh	MT1-MMP act inh
16	CC(=O)c1ccc(N=c2scc(C)n2C(C)C)cc1	-1	-1.1	-2	-2	-2	-3	i	-3	-6	-1
17	O=C(OCc1c(Cl)cccc1Cl)c1cnccn1	3	-0.8	2	-11	-1	-5	i	-1	-5	2
23	CCOc1ccc(C(=O)Oc2cc(C)[nH]c(=O)c2[N+](=O)[O-])cc1OCC	-1	-1.3	-4	3	-4	-5	i	0	-9	0

# Records 22–24 of the list above:
no.	molecule	SUMO1 PPI mod	LMPTP block	NRP1-CendR mod	SKN-1 block	STEP block	NadD inh	Rpn11 block	DNMT1 block	Scp1 inh	MT1-MMP act inh
22	Cc1ccc2cc(C)c(SCC(=O)NCC3CCCO3)nc2c1 (configuration not stated)	2	0.0	-8	6	-4	-5	i	0	-5	0
23	CCOc1ccc(C(=O)Oc2cc(C)[nH]c(=O)c2[N+](=O)[O-])cc1OCC	-1	-1.3	-4	3	-4	-5	i	0	-9	0
24	CC(Oc1ccc([N+](=O)[O-])cc1)C(=O)NCC1CCCO1 (configuration not stated)	-9	-0.3	3	9	6	3	i	0	1	-3

# Next records
no.	molecule	SUMO1 PPI mod	LMPTP block	NRP1-CendR mod	SKN-1 block	STEP block	NadD inh	Rpn11 block	DNMT1 block	Scp1 inh	MT1-MMP act inh
25	CCNC(=S)N/N=C/c1cccc(C)c1	0	-1.2	-3	2	1	-2	i	-6	-5	-2
26	CCCOc1ccc(C2NC(=S)NC(C)=C2C(=O)c2ccccc2)cc1OC (configuration not stated)	4	0.1	18	-14	-4	4	i	-3	1	-1
27	O=C(O)CN1C(=O)c2ccc(C(=O)c3ccccc3)cc2C1=O	-29	0.9	8	4	-1	-1	i	0	12	-2
28	CCCN(CCC)CCCNC(=O)CN1C(=O)CSc2ccc(S(=O)(=O)N3CCOCC3)cc21	0	-1.4	-16	-16	1	-10	i	-1	-11	0
29	O=C(NC(=O)c1ccccc1)OCC(F)(F)F	0	-0.5	7	-5	0	-1	i	5	-10	-7
30	Cc1cc(F)ccc1S(=O)(=O)Nc1nc2ccccc2nc1Cl	3	-1.3	-8	17	-1	-1	i	1	6	-3
31	COc1ccccc1NC(=O)N1CCN(S(C)(=O)=O)CC1	0	0.1	16	11	-1	4	i	0	-7	1
32	COc1ccc(Cl)cc1N1C(=O)/C(=C/c2sccc2C)N=C1SCC(=O)NC1CC1	-13	3.2	-14	0	2	-2	i	-13	2	-4
33	COC(=O)[C@H](Cc1ccccc1)NC(=O)C1(OC(C)=O)CC(OC(C)=O)C(OC(C)=O)C(OC(C)=O)C1 (some centres not stated)	1	0.4	-5	-8	0	-3	i	4	3	4
34	CN1CCN(C(=O)CCN2C(=O)/C(=C\c3ccc(Cl)cc3Cl)SC2=S)CC1	-36	-5.4	3	-8	4	-7	i	-6	11	10
35	Fc1ccc(NC(=S)N2CCOCC2)c(F)c1	6	0.3	16	-6	1	3	i	2	-8	3
36	CCNC(=S)Nc1ccc2c(c1)c(=O)n(C)n2-c1ccc(C(C)(C)C)cc1	3	-0.4	-2	7	4	11	i	-11	nt	-3
37	CN(C(=O)COC(=O)C12CC3CC(CC(C3)C1)C2)c1c(N)n(Cc2ccccc2)c(=O)[nH]c1=O	3	-1.6	-6	2	-1	8	i	27	-4	-4
38	CN(C)c1ccc(C(=O)Nc2cccc(S(=O)(=O)NC3=NCCCCC3)c2)cc1	3	-0.8	0	12	0	1	i	0	6	1
39	CC(c1ccccc1)N1C(=O)NC(NC(=O)C(C)(C)C)(C(F)(F)F)C1=O (configuration not stated)	-2	-0.5	1	10	1	-3	i	2	-7	-2
40	O=C(Cn1c(=O)[nH]c2sc3c(c2c1=O)CCCC3)NCC1CCCO1 (configuration not stated)	2	-1.2	-5	-8	-4	-6	i	9	-7	-5
41	C=CCc1ccc(OC(=O)c2ccccc2)c(OC)c1	0	2.0	1	-3	-1	-3	i	4	-4	-2
42	COC(=O)c1ccc2ccccc2n1	2	-1.7	-7	7	2	-2	i	-2	1	2
43	O=C(Nc1ccc(Br)cc1)c1ccc(N2C(=O)C3CC=C(Cl)CC3C2=O)cc1 (configuration not stated)	2	0.6	-19	9	2	-1	i	23	-15	-1
44	O=C(N/N=C/c1ccc2c(c1)OCO2)c1cccs1	-12	-0.1	4	0	2	-4	i	-2	2	-3
45	COc1ccc(S(=O)(=O)NCC2CCCN(C(=O)c3cccnc3)C2)cc1 (configuration not stated)	2	0.0	0	-10	-4	-5	i	3	-11	-1
46	Cc1nn(C)cc1S(=O)(=O)N1CCN(c2ccccc2F)CC1	2	0.3	-2	-3	-2	-2	i	0	0	0
47	CCCCCCCN1C(N(C)C)=NC[C@@H]1Cc1ccccc1	-5	-2.8	4	13	-1	-1	i	8	3	1
48	CCOC(=O)c1c(C)nc(-c2ccccc2)nc1NC(=O)C(C)C	-2	-1.2	-8	4	-1	-3	i	0	1	0

# In the list so far, 3 have a nitro group on carbon.
no.	molecule	SUMO1 PPI mod	LMPTP block	NRP1-CendR mod	SKN-1 block	STEP block	NadD inh	Rpn11 block	DNMT1 block	Scp1 inh	MT1-MMP act inh
1	COc1ccc(OC)c(NC(=O)C(=O)N/N=C/c2ccccc2[N+](=O)[O-])c1	-1	1.2	-4	7	0	4	i	-1	13	6
23	CCOc1ccc(C(=O)Oc2cc(C)[nH]c(=O)c2[N+](=O)[O-])cc1OCC	-1	-1.3	-4	3	-4	-5	i	0	-9	0
24	CC(Oc1ccc([N+](=O)[O-])cc1)C(=O)NCC1CCCO1 (configuration not stated)	-9	-0.3	3	9	6	3	i	0	1	-3

# Next section:
no.	molecule	SUMO1 PPI mod	LMPTP block	NRP1-CendR mod	SKN-1 block	STEP block	NadD inh	Rpn11 block	DNMT1 block	Scp1 inh	MT1-MMP act inh
49	Cc1nc2cc(Cl)c(Cl)cc2n1-c1ccccn1	2	0.6	3	-3	0	-1	i	5	-2	1
50	COc1ccc(-c2noc(CCC(=O)NC3CCCCCC3)n2)cc1	4	0.2	7	0	0	-5	i	-2	-6	3
51	O=C(N/N=C/c1ccc2c(c1)OCO2)c1ccc(Cn2cc([N+](=O)[O-])cn2)o1	-13	-1.9	-1	0	3	-4	i	1	-4	3
52	O=C(Nc1cccnc1Cl)c1cc(-c2cccc(Cl)c2)on1	-1	-0.4	-2	12	-1	-5	i	12	1	4
53	COc1ccccc1Cc1nc(-c2ccc(Br)o2)no1	3	0.3	0	0	-2	-4	i	-2	-8	-1
54	Cc1cccc(N2C(=O)NC3(CCCCC3)C2=O)c1	-2	-2.5	4	5	1	-4	i	-1	-6	2
55	CC(C)NC(=O)N(C)C[C@@H]1Oc2cc(C#Cc3ccccn3)ccc2S(=O)(=O)N([C@@H](C)CO)C[C@H]1C	0	-2.7	2	7	-2	-3	i	-3	nt	0
56	O=C(N/N=C/c1ccsc1)c1cc(O)cc(O)c1	2	-0.3	-1	5	-3	1	i	2	-4	1
